Polio RdRp inh: poliovirus RNA polymerase inhibition; % elongation, % (compound at 16.7 µg/mL); AID 588519; poliovirus polymerase elongation, fluorescence polarization; active compounds read low; actives 0.66% (n = 150,000); in the data active = % elongation below about 90%; also: some results filed as inactive read as strong as hits
Target sequence (P03300 1749-2209 limits assumed): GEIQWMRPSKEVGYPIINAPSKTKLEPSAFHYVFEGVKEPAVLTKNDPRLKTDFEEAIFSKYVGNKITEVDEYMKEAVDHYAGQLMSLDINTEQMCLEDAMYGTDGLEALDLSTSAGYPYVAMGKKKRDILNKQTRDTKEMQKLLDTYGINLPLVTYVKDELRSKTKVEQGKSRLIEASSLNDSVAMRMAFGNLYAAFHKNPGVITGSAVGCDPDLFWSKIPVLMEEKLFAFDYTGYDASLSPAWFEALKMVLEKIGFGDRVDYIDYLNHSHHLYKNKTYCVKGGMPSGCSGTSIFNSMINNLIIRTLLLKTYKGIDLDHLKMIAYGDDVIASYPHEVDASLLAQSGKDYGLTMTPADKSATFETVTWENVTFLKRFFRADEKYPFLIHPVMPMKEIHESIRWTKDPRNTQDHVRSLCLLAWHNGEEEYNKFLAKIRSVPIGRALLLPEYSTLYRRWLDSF
Polio RdRp inh FP z-score: recorded beside Polio RdRp inh, whose call it bears; z-score; measured here: FP z-score; hits read low
Numbers without * were called inactive; & = joins results of further samples. This is a subset; count on the stated rates, not on these rows.

Under each structure – Polio RdRp inh, Polio RdRp inh FP z-score
Cc1ccc(CNC(=O)CN(c2ccc(Cl)cc2Cl)S(=O)(=O)c2ccccc2)cc1
→ 101.0, -0.6
Cc1ccc(Nc2nnns2)cc1C
→ 94.0, -1.7
CNC(=O)c1ccc(CSc2nc3cccnc3n2Cc2cccc(F)c2)cc1
→ 118.0, 1.2
Clc1ccc(N=Cc2c(-c3ccccc3)nc3n2CCS3)cc1
→ 100.0, -0.6
O=S(=O)(c1ccccc1)c1cnc2ccccc2c1N1CCCC1
→ 98.0, -1.3
NC(=O)CSc1nnc(-c2ccccc2)n1-c1ccccc1
→ 99.0, -0.8
COc1cccc(CC(NC(C)=O)C(=O)NC2CCN(c3nc(C)cc(C)n3)CC2)c1OC (centres undefined)
→ 99.0, -0.6
COc1ccc(CCN2C(=O)CN(C3CCCCCC3)C(=O)C2c2ccc(C)cc2)cc1OC (centres undefined)
→ 115.0, 1.2
CC(=O)N1c2ccccc2C(C)(c2ccc(C)cc2)CC1(C)C (centres undefined)
→ 103.0, -0.7
COc1ccc(-c2cc(NC(=O)N3CCc4ccccc4C3)c3ccccc3n2)cc1
→ 102.0, 0.2
COC(=O)c1ccccc1NC(=O)COc1ccc(OC)cc1
→ 104.0, 0.8
Cc1ccc(C(=O)OCC(N)=O)s1
→ 98.0, -1.9
Cc1ccccc1CSc1nc2c([nH]c3ccccc32)c(=O)n1C
→ 106.0, -0.2
COc1ccc(CN2CC(C(=O)NCc3ccc4c(c3)OCO4)CC2=O)cc1 (centres undefined)
→ 101.0, 0.1
Cn1c(=O)c(=O)n(C)c2cc(S(=O)(=O)NCCOc3ccccc3)ccc21
→ 99.0, -1.4
COc1ccc2ncc(S(=O)(=O)c3ccc(Cl)cc3)c(N3CCCCC3C)c2c1 (centres undefined)
→ 100.0, -1.7
COc1cc(Cl)c(C)cc1NC(=O)c1cnn(-c2ccc(C)cc2)c1-n1cccc1
→ 108.0, 0.1
COc1ccc(Nc2ncc(C(=O)N3CCN(c4cccc(Cl)c4)CC3)c3ccccc23)cc1
→ 104.0, -0.3
COc1cc2ccccc2cc1C(=O)Nc1ccc2oc(-c3ccc(Cl)cc3)nc2c1
→ 104.0, 0.3
CNC(=O)NC(=O)C(C)Sc1nnc(Nc2ccc(OC)cc2)s1 (centres undefined)
→ 99.0, -0.9
COc1cccc(C(=O)c2sc3nc(-c4ccccc4)cc(C(F)(F)F)c3c2N)c1
→ 81.0, -3.8
C=CCN=C1N=C2SC=CN2C(=O)/C1=C\c1ccccc1
→ 100.0, -0.2
O=C(Nc1ccccc1C(=O)N1CCCC1)C(c1ccccc1)c1ccccc1
→ 107.0, 0.3
N#CCCN(CC1COc2ccccc2O1)C(=O)c1ccccc1 (centres undefined)
→ 101.0, 0.1
CC12CCC(O)CC1=CCC1C2CCC2(C)C(O)/C(=C/c3ccc(F)cc3)CC12 (centres undefined)
→ 112.0, 0.8
O=C(O)c1ccc(CSc2nnc(Cc3ccccc3)n2-c2ccccc2)cc1
→ 104.0, 0.2
CC(C)c1ccc(NC(=O)c2cnc3sc(N4CCOCC4)nn3c2=O)cc1
→ 105.0, 0
Cc1ccc(CCNC(=O)c2cccn3c(=O)c4c5c(sc4nc23)CCCC5)cc1
→ 101.0, -0.7
CNC(=O)C1CCC(Cn2c(=O)c3sccc3n(CC(=O)N3CCCC(C)C3)c2=O)CC1 (centres undefined)
→ 99.0, -1.7
O=C(OCc1ccc2nonc2c1)c1cc(-c2ccccc2)nc2ccccc12
→ 101.0, 0.1

Entries above that contain a thiophene ring, fused or not:
Under each structure – Polio RdRp inh, Polio RdRp inh FP z-score
Cc1ccc(C(=O)OCC(N)=O)s1
→ 98.0, -1.9
COc1cccc(C(=O)c2sc3nc(-c4ccccc4)cc(C(F)(F)F)c3c2N)c1
→ 81.0, -3.8
Cc1ccc(CCNC(=O)c2cccn3c(=O)c4c5c(sc4nc23)CCCC5)cc1
→ 101.0, -0.7
CNC(=O)C1CCC(Cn2c(=O)c3sccc3n(CC(=O)N3CCCC(C)C3)c2=O)CC1 (centres undefined)
→ 99.0, -1.7

Four entries from above, with each value named.
COc1cccc(C(=O)c2sc3nc(-c4ccccc4)cc(C(F)(F)F)c3c2N)c1
  Polio RdRp inh = 81.0
  Polio RdRp inh FP z-score = -3.8

CC12CCC(O)CC1=CCC1C2CCC2(C)C(O)/C(=C/c3ccc(F)cc3)CC12 (centres undefined)
  Polio RdRp inh = 112.0
  Polio RdRp inh FP z-score = 0.8

COc1ccc2ncc(S(=O)(=O)c3ccc(Cl)cc3)c(N3CCCCC3C)c2c1 (centres undefined)
  Polio RdRp inh = 100.0
  Polio RdRp inh FP z-score = -1.7

O=C(OCc1ccc2nonc2c1)c1cc(-c2ccccc2)nc2ccccc12
  Polio RdRp inh = 101.0
  Polio RdRp inh FP z-score = 0.1

New compounds follow:
Under each structure – Polio RdRp inh, Polio RdRp inh FP z-score
COc1ccc2oc(=O)c(C(=O)Nc3cccc(C(=O)O)c3)cc2c1
→ 102.0, -0.8
Cn1c(=O)oc2cc(S(=O)(=O)N3CCCC(C(=O)NCCc4ccccc4)C3)ccc21 (centres undefined)
→ 108.0, 0.2
CCOC(=O)C1C(=S)NC(N)=C(C#N)C12CCCCC2 (centres undefined)
→ 105.0, 0.2
O=C(CCCc1ccccc1)NC1CC(=O)N(c2cccc(F)c2)C1 (centres undefined)
→ 112.0, 1.1
CCOc1ccc(-c2ccc(NS(=O)(=O)c3ccccc3)cc2)nn1
→ 102.0, 0.9
C=CCN1C(=O)c2ccccc2N2C(=O)CCC12C(=O)NCc1ccccc1 (centres undefined)
→ 104.0, 0.3
CCn1c(=O)n(-c2cccc(Cl)c2)c(=O)c2sc3ccccc3c21
→ 108.0, 1.1
O=C1Nc2ccccc2/C1=N\N1C(=O)/C(=C/c2ccccc2)N=C1c1ccccc1
→ 88.0*, -1.2*
CCn1c(Cn2nnc(-c3ccccc3)n2)nc2cc(S(=O)(=O)N(C)C)ccc21
→ 105.0, 0.2
COc1ccccc1N1CCN(/N=C/c2sccc2C)CC1
→ 101.0, -0.1
C=CCNc1c(Cl)cc(Cl)cc1C(=O)O
→ 103.0, 0.4
COc1ccc(C2(CNC(=O)C(=O)Nc3ccccc3C)CCCC2)cc1OC
→ 109.0, 0.7
CCc1ccc(C(=O)C(C)Sc2nnc(-c3ccccc3)o2)cc1 (centres undefined)
→ 102.0, -0.1
O=C(CC(NC1CCCC1)C(=O)O)Nc1ccc(Oc2ccccc2)cc1 (centres undefined)
→ 105.0, 0.7
Cc1ccc(Cn2cccc(C(=O)Nc3ccon3)c2=O)cc1
→ 102.0, 0.1

(next part)
smiles	Polio RdRp inh	Polio RdRp inh FP z-score
O=C(NCCc1ccccc1F)C1CC(=O)N(c2ccccc2)C1 (centres undefined)	101.0	0.5
COC(=O)c1ccccc1NC(=O)Cn1cc(S(=O)(=O)N2CCC(C)CC2)c2ccccc2c1=O	100.0	0
O=c1[nH]c2ccc(Oc3ccc4[nH]c(=O)c(=O)[nH]c4c3)cc2[nH]c1=O	102.0&98.0	-0.2&-1.1
Cc1ccc(NC(=O)C2CCCN(S(=O)(=O)c3c(C)n[nH]c3C)C2)c(C)c1 (centres undefined)	102.0	-1.4
CCCCCOc1ccc(/C=C/C(=O)Nc2sc(C)c(C)c2C(=O)OCC)cc1OC	94.0	-1.5
Cc1ccccc1NC(=O)COC(=O)c1cccc(S(=O)(=O)N2CCCC2)c1	104.0	0.2
COCCSc1nc2c([nH]c3ccccc32)c(=O)n1-c1ccc(OC)c(OC)c1	114.0	1.7
O=C(COC(=O)/C=C/c1ccc(F)cc1)Nc1ncc(C(F)(F)F)cc1Cl	102.0	0
COc1ccccc1Nc1ncccc1C(=O)Nc1ccnn1C(C)C	103.0	-0.1
O=C(CSc1nc2sc3c(c2c(=O)[nH]1)CCCC3)N1CCOCC1	108.0	0.7
O=C(NCCCN1CCCC1)C1CCN(c2nc3ccccc3n3cccc23)CC1	105.0	1.9
Cc1c(C(=O)OCC2CCCCC2)[nH]c2c1C(=O)CC(c1ccccc1Cl)C2 (centres undefined)	108.0	0.6
CC(C(=O)NCCCN1CCN(C2CCCCC2)CC1)n1ncn2cccc2c1=O (centres undefined)	101.0	-0.3
CN(C)C(=O)C(OC(=O)c1ccc2ccccc2n1)c1ccccc1 (centres undefined)	98.0	-0.6
O=c1nc2n3ccsc3ncc-2s1	102.0	0.2
COC1=C(N2CCOCC2)C(=O)c2ccccc2C1=O	94.0	-0.6
CCOC(=O)c1ccc(Cn2nnc3ccccc3c2=O)cc1	105.0	0.9
CN1C(=O)Cc2cc(S(=O)(=O)N3CCN(c4cccc(C(F)(F)F)c4)CC3)ccc21	107.0	0.2
O=C(COc1ccc(Br)cc1)OCc1nnc(-c2ccccc2)o1	102.0	-0.1
Cc1ccc(-n2cnc3ccccc3c2=O)cc1Cl	105.0	0.8
CCCOC(=O)c1ccc(Nc2nc3ccccc3n3c(C)nnc23)cc1	100.0	-0.7
Cc1cc(=O)[nH]c(-n2ncc(C#N)c2N)n1	116.0	1.9
c1ccc(Cc2nc3c4cnn(Cc5ccccc5)c4ncn3n2)cc1	101.0	0
Cc1ccc(-c2nc(CSCC(=O)N3CCCC3)c(C)o2)cc1	101.0	-0.1
Cn1c(=O)cc2c3c(cccc31)C(=O)c1ccccc1-2	95.0	-0.4
COc1ccccc1NC(=O)c1c(NC(=O)c2ccccc2Cl)sc2c1CCC2	100.0	-0.4
Cc1cc(S(=O)(=O)N2CCCC2)c(C)s1	102.0	-0.2
COc1ccc(CNC(=O)CN2C(=O)CSc3ccc(S(=O)(=O)N4CCC(C)CC4)cc32)cc1	106.0	-0.6
CCN(C(=O)c1cccc(C(=O)N(CC)c2ccccc2)c1)c1ccccc1	103.0	0
N#Cc1c(-c2cccs2)nc(SCC(=O)c2ccc(Br)cc2)[nH]c1=O	109.0	0.9
COc1ccc(NC(=O)CN2C(=O)C(C)(C)c3cc(S(=O)(=O)N4CCCCC4)ccc32)cc1Cl	110.0	0.7
CC(C)=CCCC1=NN(C=O)C(C)(CCC=C(C)C)C1 (centres undefined)	101.0	0.1
Cc1cc(C)cc(NS(=O)(=O)c2ccc(N3CCCCS3(=O)=O)cc2)c1	97.0	-1.3
O=c1c2ccccc2n2cnnc2n1-c1ccccc1	102.0	0.3
Cc1cc2c(c(=O)n1Cc1ccccn1)C(c1ccccc1)C(C#N)=C(N)O2 (centres undefined)	100.0	-0.3
Cc1cc(C)c(NC(=O)CSc2ccc(-c3ccccn3)nn2)c(C)c1	113.0	0.9
C=CCNC(=O)C1=CC(c2ccc(OC)cc2)=NS(=O)(=O)N1C	102.0	-0.6
O=C1OC(c2nn3c(-c4ccco4)nnc3s2)Cc2ccccc21 (centres undefined)	103.0	0.2
CSc1nc(N/C=C2/C(=O)c3ccccc3N(C)S2(=O)=O)nc(C2CC2)n1	100.0	-0.6
CN(C)/C=N/c1ncc(-c2ccc(Br)s2)s1	102.0	-0.5
CN(C(=O)C1CCCCC1)c1nc(-c2ccc(Cl)s2)cs1	102.0	-0.2
O=C(O)c1cccnc1OCc1ccccc1	101.0	0.2
CCOP(C)(=O)CN1CCOCC1 (centres undefined)	100.0	-0.1
O=C(O)c1cc(-c2ccc(O)c(O)c2)nc2n[nH]c(-c3ccc(F)cc3)c12	101.0	-0.1
O=C(C(NS(=O)(=O)c1cccs1)c1ccccc1)N1CCN(c2cccc(Cl)c2)CC1 (centres undefined)	100.0	-0.6
CCN(CC)CC(O)COc1ccc2c(c1)OCO2 (centres undefined)	102.0	0.2
CCSc1n[nH]c(-c2c(Cl)c(CC)nn2C)n1	101.0	-0.2
C=C1C(C(=O)Nc2ccccc2N2CCOCC2)C1C(=O)Nc1ccccc1N1CCOCC1 (centres undefined)	103.0	0.2

Next section, overlapping the part above by 2 compounds.
smiles	Polio RdRp inh	Polio RdRp inh FP z-score
CCSc1n[nH]c(-c2c(Cl)c(CC)nn2C)n1	101.0	-0.2
C=C1C(C(=O)Nc2ccccc2N2CCOCC2)C1C(=O)Nc1ccccc1N1CCOCC1 (centres undefined)	103.0	0.2
O=C(/C=C/c1ccc(F)cc1)NC(=S)NN1CCOCC1	100.0	0
CC(=O)N1CC(C)Oc2ccc(S(=O)(=O)Nc3ccc(OC(F)(F)F)cc3)cc21 (centres undefined)	99.0	-1.3
CC(C)(C)N(Cc1ccccc1)C(=O)CSc1nnc(CNc2ccc(F)cc2)o1	100.0	-0.1
O=C1C2C3C=CC(C3)C2C(=O)N1CCN1CCCC1 (centres undefined)	103.0	0.3
Cc1cc(=O)n2nc(N3CCCC(C(=O)NC4CCN(Cc5ccccc5)CC4)C3)sc2n1 (centres undefined)	100.0	-0.6
CC1CN(Cc2c(O)ccc3c2oc(=O)c2ccccc23)CC(C)O1 (centres undefined)	95.0	-2
CCc1ccccc1Nc1nn2c(=O)c3ccc(C(=O)NC(C)C)cc3nc2s1	104.0	-0.5
NC(=O)C1CCN(c2c3c(nc4nncn24)CCC3)CC1	100.0	-1
C/C(=N/O)c1ccc(Br)cc1	105.0	0.1
O=C(/C=C/c1ccc(F)cc1)Oc1cc(Cl)c[nH]c1=O	90.0	-1.1
CCN(CCCNc1nnc2c3ccccc3n(C)c2n1)c1cccc(C)c1	104.0	1.3
COc1ccc(-c2cc(C(=O)NCCc3ccccc3)c3ccccc3n2)cc1	102.0	0.3
COc1cccc2cc(-c3nc(-c4ccccc4F)no3)c(=O)oc12	120.0	0.5
NNC(=O)c1cncc(C#Cc2ccccc2)c1	103.0	-0.1
CCN(CC)S(=O)(=O)c1ccc(N=Nc2c(O)[nH]c(=S)[nH]c2=O)cc1	97.0	-0.8

Source: PubChem BioAssay (ICCB-Longwood Screening Facility, Harvard Medical School)
